Bioassay records (PubChem)
BLM inh – blocks DNA unwinding by human BLM helicase; Potency, µM (top dose mostly 56.1 µM), inactives show at the top dose activity change, negative = inhibition, usual class: inhibitors; 0.2% of 350,000 active; recombinant BLM DNA unwinding, fluorescence dequenching;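 also: potency is read from the fitted curve at half-maximal effect; plate controls were vehicle for no effect and no enzyme for full effect; nearly all actives have a fitted effect of over 35% in size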
POLI inh – blocks human DNA polymerase iota activity | Potency, µM (top dose mostly 115 µM), for the others: at the top dose activity, negative = inhibition, hits mostly inhibitors | 1% of 390,000 active | Pol iota fluorescent replication assay, 10 min | Q9UNA4; also: potency is read from the fitted curve at half-maximal effect
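Pol iota at 10 nM preincubated 15 min with compounds at room temperature; reaction started with fluorescent substrate, 50 nM final. Fluorescence read kinetically at 0 and 10 min; buffer-only wells as negative control.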
Pol beta inh – blocks human DNA polymerase beta activity. 1.3% of 340,000 active. Potency, µM (top dose mostly 114 µM), inactives show at the top dose activity change, negative = inhibition, most hits filed as inhibitors. P06746. Pol beta primer extension/strand displacement, fluorescence kinetic; also: potency is read from the fitted curve at half-maximal effect; % is scaled to controls: 0 for no effect and ±100 for the full control effect
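Human Pol beta at 10 nM; strand-displacement substrate 50 nM final. Compound exposure 15 min at room temperature before start, reaction 10 min at room temperature.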
POLK inh – blocks human DNA polymerase kappa activity. Q9UBT6. purified Pol kappa, fluorescent DNA synthesis assay, 10 min. Potency, µM (series often up to 107 µM), without a hit: top-dose activity, negative = inhibition, usual class: inhibitors. 0.53% of 400,000 active; also: potency is read from the fitted curve at half-maximal effect; % is scaled to controls: 0 for no effect and ±100 for the full control effect
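Inhibition of 10 nM Pol kappa is measured by a fluorescent read-out at 0 and 10 min following addition of 50 nM substrate (final), with a 15-min room-temperature compound preincubation.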
Apoferritin bind – candidate novel general anesthetic via apoferritin binding. 0.074% of 350,000 active. apoferritin/1-aminoanthracene competitive binding, fluorescence. P02791. Potency, µM (doses to about 77.5 µM), without a hit: at the top dose activity change, negative = displacement, most hits filed as inhibitors; also: potency is read from the fitted curve at half-maximal effect; % is scaled to controls: 0 for no effect and ±100 for the full control effect; nearly all actives have a fitted effect of over 20% in size
Target sequence (P02791 2-175 limits assumed): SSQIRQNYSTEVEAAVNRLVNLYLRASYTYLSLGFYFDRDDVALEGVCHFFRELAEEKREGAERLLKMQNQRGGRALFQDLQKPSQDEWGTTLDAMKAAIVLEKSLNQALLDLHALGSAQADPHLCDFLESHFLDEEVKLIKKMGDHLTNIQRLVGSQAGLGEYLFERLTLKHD
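Steps: apoferritin (10 uM) was premixed with half-saturated 1-AMA in PBS, compounds were pin-transferred, plates stood 10 min at room temperature, fluorescence was read at 380/535 nm, and curves were fitted with a Hill equation.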
TRHR agonist – TRH receptor (human) agonism. TRHR cells, calcium flux fluo-8, FDSS agonist mode. activation, % at 2 µM. 0.18% of 360,000 active. AID 493084; in the data active = activation above about 30%; also: 0% is about no effect
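Steps: seed TRHR cells overnight; add fluo-8 no-wash Ca dye, RT 30 min–1.5 h; record 10 s baseline; pin-transfer compounds; monitor fluorescence 1 cycle/s for the agonist window. Calcium increases flag candidate agonists.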
12-LOX inh – inhibitors of human 12S-lipoxygenase ALOX12; P18054; purified 12hLO, xylenol orange hydroperoxide absorbance; Potency, µM (highest dose often 108 µM), for the others: top-dose activity change, negative = inhibition, hits mostly inhibitors; 1.1% of 580,000 active; also: potency is read from the fitted curve at half-maximal effect; % is scaled to controls: 0 for no effect and ±100 for the full control effect
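Purified human 12hLO at 150 nM in 25 mM Hepes, 0.01% Triton X-100, pH 7.0, preincubated 15 min at room temperature with compound. Reaction started with 40 uM arachidonic acid, 30 min at room temperature. Hydroperoxide measured by Fe-xylenol orange, 573/405 nm absorbance ratio.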
APEX1 inh – APE1 (human) endonuclease inhibition. P27695. AID 2517. Potency, µM (titrated, usually from 65.8 µM), inactives show at the top dose activity change, negative = inhibition, actives largely listed as inhibitors. 0.35% of 350,000 active. recombinant APE1, TAMRA/BHQ-2 abasic DNA cleavage fluorescence;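 also: potency is read from the fitted curve at half-maximal effect; plate controls were vehicle for no effect and reference inhibitor for full effect; nearly all actives have a fitted effect of over 55% in size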
Target sequence (P27695 whole entry, looked up): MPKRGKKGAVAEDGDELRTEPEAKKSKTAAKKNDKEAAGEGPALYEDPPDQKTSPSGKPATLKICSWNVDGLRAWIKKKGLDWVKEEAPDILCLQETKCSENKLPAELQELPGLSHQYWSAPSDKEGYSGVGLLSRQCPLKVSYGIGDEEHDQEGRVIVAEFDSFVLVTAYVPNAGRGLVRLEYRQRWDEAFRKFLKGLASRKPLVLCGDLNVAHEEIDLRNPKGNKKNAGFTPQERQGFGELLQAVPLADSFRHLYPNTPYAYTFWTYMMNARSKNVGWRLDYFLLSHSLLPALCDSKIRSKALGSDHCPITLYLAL
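Measures dequenching upon AP-site incision of a 5'-TAMRA/3'-BHQ-2 THF-containing duplex, 50 nM; human APE1 0.75 nM after 15 min room-temperature exposure to compound; kinetic three-point read at one-minute spacing.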
ERG Ets-DNA blk – blocks human ERG Ets domain binding to DNA; P11308; fluorescence polarization, His-ERG Ets domain / labelled DNA; Potency, µM (series often up to 76.9 µM), for inactives: at the top dose FP activity, negative = inhibition, usual class: inhibitors; 0.028% of 370,000 active; AID 624246; active = well fitted inhibition curve with a large enough effect in the polarisation, with a control signal flat; inconclusive = small, poorly fitted or top-dose-only effect, or effect the other way, or a change in a side signal; inactive = no such curve, though single readings can be large or run the other way; the % refers to the polarisation;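 also: polarization taken with two DNA probes labelled with fluorescein and Texas red; potency is read from the fitted curve at half-maximal effect; % of control where 0% means no effect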
Target sequence (P11308 whole entry, looked up, the tested form may be a part): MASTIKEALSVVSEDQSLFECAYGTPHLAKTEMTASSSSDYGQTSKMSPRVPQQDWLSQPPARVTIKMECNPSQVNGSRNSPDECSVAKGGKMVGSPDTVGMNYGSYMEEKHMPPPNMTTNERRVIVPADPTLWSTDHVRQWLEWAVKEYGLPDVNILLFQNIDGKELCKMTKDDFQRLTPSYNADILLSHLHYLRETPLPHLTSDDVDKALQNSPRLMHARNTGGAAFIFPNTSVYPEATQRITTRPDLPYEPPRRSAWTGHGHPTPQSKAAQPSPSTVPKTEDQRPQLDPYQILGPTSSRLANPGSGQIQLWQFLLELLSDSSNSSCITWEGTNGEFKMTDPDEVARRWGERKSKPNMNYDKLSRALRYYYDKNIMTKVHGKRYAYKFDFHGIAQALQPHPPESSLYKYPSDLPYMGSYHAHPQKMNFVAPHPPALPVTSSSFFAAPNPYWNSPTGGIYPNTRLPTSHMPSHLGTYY
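His-tagged ERG Ets domain (1 uM in the protein solution; 300mM KCl, 50mM Tris-HCl, 1mM EDTA, 1mM DTT, pH 7.5) received compound, then a probe mix of 5 nM fluorescein-DNA and 100nM Texas-615-DNA. Fluorescence polarization was read for both dyes.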
An asterisk follows results filed as active; ? = inconclusive; · = not tested or not shown; [ ] = remark or other dose. Unless noted, calls follow the shape of the dose curve; as a rule, active = well fitted curve in the direction sought with a large enough effect; inconclusive = small, poorly fitted or top-dose-only effect, or another doubt; inactive = no such curve, though single readings can be large; an effect the other way counts as inactive or inconclusive.

SMILES	BLM inh	POLI inh	Pol beta inh	POLK inh	Apoferritin bind	TRHR agonist	12-LOX inh	APEX1 inh	ERG Ets-DNA blk
COc1ccc(C(NC(=O)c2cc(OC)ccc2OC)c2ccccc2)cc1 (stereo not drawn)	-10.4%	12.7%	-0.4%	3.9%	38.7%[activator]	-2.0	?	-11.2%	5.6%
Cc1ccc(N2CCN(CC3CC=CCC3)CC2)cc1 (stereo not drawn)	-2.2%	?	5.8%	-0.8%	-6.1%	0.1	-26.7%	0.4%	-5.5%
CSc1cccc(NC(=O)Nc2nc3c(C)cccc3s2)c1	1.6%	-12.4%	2.5%	3.1%	-2.8%	-4.4	0.0%	-1.1%	-8.9%
COc1ccc(NC(=O)c2cc(-c3ccco3)nc3ccccc23)cc1	·	?	·	-16.0%	·	·	?	·	-0.5%
O=C(NCCc1ccccn1)c1c(-c2ccccc2)sc2ccccc12	·	-13.9%	·	-9.0%	·	·	-5.2%	6.7%	0.8%
COc1ccc(NC(=S)NCc2ccc(S(N)(=O)=O)cc2)c(OC)c1	1.5%	11.8%	24.2%	-14.2%	2.0%	0.7	?	0.7%	-7.7%
COc1ccc(CNc2cc(NCCCO)c([N+](=O)[O-])c3nonc23)cc1	-7.0%	28.2%	2.9%	-1.7%	-14.6%	-1.5	-23.3%	9.5%	-1.0%
COc1cc(/C=C2/C(=O)NN(c3ccc(Cl)cc3)C2=O)cc(Br)c1O	-4.8%	?	?	-20.7%	-16.8%	0.1	0.0%	?	3.5%
O=c1c2ccccc2n(Cc2cccc(Cl)c2)c(=O)n1Cc1ccccc1	-9.4%	-11.5%	0.2%	-10.7%	-5.6%	-0.5	?	·	1.6%
S=C(Nc1ccccc1)Nc1nc2ccccc2n1CCOc1ccccc1	-9.5%	0.3%	?	-10.7%	-1.5%	-0.6	?	-5.9%	-8.9%
CC1Sc2ccc(C(=O)NCc3ccccc3Cl)cc2NC1=O (stereo not drawn)	·	-9.0%	·	-10.0%	·	·	169.3%[activator]	-5.5%	5.3%
O=C(CCCN1C(=O)c2ccccc2C1=O)Nc1ccc(S(=O)(=O)N2CCCCC2)cc1	-4.4%	-0.9%[58.9 µM]	3.7%	-3.6%	?	-0.7	13.6%	8.0%	1.2%
COc1ccc(NC(=O)c2ccco2)cn1	-2.4%	1.6%	15.3%	3.1%	-9.1%	0.7	18.0%	3.8%	-10.1%
COc1ccc(N(C(=O)c2ccccc2C)S(=O)(=O)c2ccc(Cl)cc2)cc1	-6.0%	16.0%	15.5%	6.4%	?	0.1	-22.6%	·	4.4%
Cc1nc(-c2cc(C#N)c(=O)[nH]c2C)cs1	-1.6%	165.6%[activator]	23.3%	-2.7%	6.3%	0.1	?	1.7%	1.0%
c1ccc(CCSc2nccn2-c2ccccc2)cc1	-2.9%	9.9%	15.2%	-6.1%	?	·	11.5%	1.2%	2.7%
CCOc1ccccc1CNS(=O)(=O)c1cnc(N)nc1	-0.1%	17.0%	20.9%	-8.0%[60.1 µM]	-8.4%	0.1	-1.9%	·	2.5%
O=C(Cn1nc2c(cc1=O)CCCC2)NCc1ccccc1	-1.4%	-23.5%	20.1%	1.3%[60.1 µM]	2.2%	0.5	-12.9%	·	2.7%
CCCN(CCC)C(=O)C1CCN(c2cc(C)nc3c(-c4ccc(Cl)cc4)c(C)nn23)CC1	-12.9%	20.4%	?	-12.6%	-5.9%	-0.2	0.0%	·	-1.2%
COc1ccc(NS(=O)(=O)c2cc(NC(=O)c3cnccn3)ccc2N2CCCC2)cc1	-9.5%	6.1%	42.2%	-3.1%	-13.3%	-0.7	-12.6%	17.0%	2.3%
CCn1cnc2cc(NCc3cccs3)ccc21	-1.1%	-4.3%	49.6%[activator]	-10.4%	?	0.0	4.4%	-6.4%	-0.8%
CCOC(=O)N1CCN(C(=O)CSCc2ccccc2Cl)CC1	5.4%	51.5%[activator]	51.4%	0.2%	-4.4%	0.0	-0.5%	0.3%	-7.9%
COc1cccc(OC)c1C(=O)Nc1cccc(-c2ccc(N3CCOCC3)nn2)c1	·	1.1%	·	0.4%	·	-0.2	?	-8.5%	-0.2%
CCOC(=O)N1CCN(S(=O)(=O)c2ccc(C(=O)NNc3nc4c(C)cc(C)cc4s3)cc2)CC1	-15.8%	10.0%	-23.8%	-12.8%	-16.7%	-1.6	?	-2.3%	-15.5%
O=C(CN1C(=O)CSC1=O)Nc1ccccc1F	-2.9%	12.4%	42.2%	-5.5%	-23.7%	0.6	0.0%	-9.0%	-3.4%
COc1ccccc1/C=C1\SC(=S)N(CCC(=O)NCCc2ccc(O)cc2)C1=O	-15.1%	?	21.4%	-8.8%	1.1%	0.2	-7.2%	12.8%	8.5%
O=C(C1CC(=O)N(c2ccc3c(c2)OCCO3)C1)N1CCN(Cc2ccccc2F)CC1 (stereo not drawn)	·	25.4%	·	6.1%	·	0.3	204.3%[activator]	4.9%	7.5%
Cn1cnc(S(=O)(=O)N2CCN(c3cccc(C(F)(F)F)c3)CC2)c1	-1.4%	17.1%	-10.5%	-2.4%	-4.4%	0.0	-2.2%	71.4%	-2.4%
Cc1ccccc1C(=O)Nc1ccc(C(=O)N/N=C/c2ccc(O)c(Br)c2)cc1	-7.8%	55.5%[activator]	-29.8%	-17.7%	-20.0%	-0.4	3.4%	14.8%	1.6%
CCN(CC)c1ncnc2ccc(Br)cc12	-0.5%	-8.1%	-0.1%	4.0%	-20.7%	-0.3	-0.7%	-2.1%	0.9%

At a glance, some entries already given:
SMILES	BLM inh	POLI inh	Pol beta inh	POLK inh	Apoferritin bind	TRHR agonist	12-LOX inh	APEX1 inh	ERG Ets-DNA blk
COc1ccc(C(NC(=O)c2cc(OC)ccc2OC)c2ccccc2)cc1 (stereo not drawn)	-10.4%	12.7%	-0.4%	3.9%	38.7%[activator]	-2.0	?	-11.2%	5.6%
Cc1ccc(N2CCN(CC3CC=CCC3)CC2)cc1 (stereo not drawn)	-2.2%	?	5.8%	-0.8%	-6.1%	0.1	-26.7%	0.4%	-5.5%
CSc1cccc(NC(=O)Nc2nc3c(C)cccc3s2)c1	1.6%	-12.4%	2.5%	3.1%	-2.8%	-4.4	0.0%	-1.1%	-8.9%
COc1ccc(NC(=O)c2cc(-c3ccco3)nc3ccccc23)cc1	·	?	·	-16.0%	·	·	?	·	-0.5%
O=C(NCCc1ccccn1)c1c(-c2ccccc2)sc2ccccc12	·	-13.9%	·	-9.0%	·	·	-5.2%	6.7%	0.8%

Remaining list, next part:
SMILES	BLM inh	POLI inh	Pol beta inh	POLK inh	Apoferritin bind	TRHR agonist	12-LOX inh	APEX1 inh	ERG Ets-DNA blk
CC(C)(C)c1cc(CN2CCN(CCC#N)CC2)cc(C(C)(C)C)c1O	2.3%	-4.2%	0.6%	-0.8%	-14.8%	-0.8	-9.7%	-0.2%	-1.6%
COc1ccc(Cl)c(NC(=O)NCCN2CCN(c3ccccc3)CC2)c1	-9.3%	5.6%	21.6%	-9.4%	-0.8%	0.2	0.0%	9.4%	-4.2%
Cc1ccc(C(=O)c2c(N)c(C(=O)Nc3cccc(C(F)(F)F)c3)c3ccccn23)cc1	-0.9%	2.5%	32.8%	1.8%	2.1%	-2.0	-4.1%	·	1.9%
COc1cc(C(=O)NNC(=O)CSc2nnc3ccccn23)cc(OC)c1OC	·	22.7%	·	-7.3%	·	0.4	-10.1%	-7.1%	17.4%
O=C(Nc1cccnc1)c1ccc(Cl)c([N+](=O)[O-])c1	-6.7%	110.6%[activator]	13.8%	-7.9%	-8.0%	0.2	-19.0%	-3.7%	-7.0%
CCSC(=Nc1ccccc1)C1=C(O)COC1=O	1.0%	?	34.4%[activator]	-7.5%	-15.8%	-0.4	?	-1.3%	-12.1%
COc1ccc(C(=O)CN2C(=O)c3ccccc3C2=O)c(OC)c1C	-5.7%	-6.3%	-20.7%	-14.0%	?	0.7	-8.9%	1.5%	-1.8%
Cc1ccc(Cl)cc1NC(=O)CN1CCOCC1	·	-2.0%[58.9 µM]	·	-9.7%	·	·	?	·	-23.2%
CCOC(=O)N1CCN(C(=O)CSCc2nc(-c3ccccc3C)oc2C)CC1	-0.5%	8.3%	-0.8%	-10.7%	-12.4%	-0.6	0.0%	-3.4%	-5.5%
COc1ccc(/C(C)=N/NC(=O)c2sccc2-n2cccc2)cc1	-6.2%	-13.0%	-22.3%	3.8%	-16.3%	-0.8	3.1%	12.7%	-3.5%
COc1ccc(C(C)(C)C)cc1NC(=O)c1ccc2c(c1)SC1=NS(=O)(=O)CCN12	-1.0%	22.7%	22.4%	8.9%	-9.2%	-0.7	-4.2%	-1.1%	-5.9%
CC1CCCN(C(C(=O)Nc2ccc3c(c2)OCCO3)c2ccccc2)C1 (stereo not drawn)	-5.6%	-3.2%	-1.4%	2.8%	-15.5%	-1.1	0.0%	10.3%	-4.3%
COc1ccccc1N1CCN(C(=O)C(Sc2ccccc2)c2ccccc2)CC1 (stereo not drawn)	-10.5%	-11.7%	-15.7%	1.8%	-2.2%	-0.2	180.6%[activator]	-2.5%	-1.6%
O=[N+]([O-])c1cc2c(cc1CN1CCN(c3ccc(F)cc3)CC1)OCO2	-2.3%	?	-9.3%	-9.4%	?	0.2	-63.0%	-10.0%	24.4%
O=C(COc1ccccc1-c1ccccc1)NNC(=O)NC1CCCCC1	-4.3%	135.9%[activator]	-6.1%	-4.7%	?	-1.1	4.1%	6.8%	-6.6%

Only part of the results is shown; count on the stated rates, not on these rows.
